GRIN3A LBD mod: NR3A (human) ligand-binding domain modulation. NR3A LBD differential scanning fluorimetry, Tm shift; 0% = protein alone, 100% = glycine-bound protein. AID 1259313. hit rate 2.5% among 340,000. Tm shift relative to glycine control, % at 25 µM;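 active means melting temperature shift of at least 10% of the positive control shift, at one fixed dose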
HKDC1 inh: inhibitors of human hexokinase HKDC1; Q2TB90; recombinant HKDC1, G6PDH/diaphorase resazurin coupled fluorescence; inhibition, % at 20 µM; hit rate 0.16% among 340,000; AID 493160;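 active means inhibition above about 35% when tested at 20 µM, limit read from the data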;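 further: plate controls were DMSO wells with enzyme for no effect and DMSO wells lacking enzyme for full effect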
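Assay system – recombinant HKDC1 (HK5) hexokinase enzyme, produced in-house · Input – HKDC1 at 5 µg/mL · Reagent – glucose plus 1 mM ATP as hexokinase substrates · Timing – 90 min reaction incubation at room temperature, dark · Measured by – G6PDH/diaphorase-coupled fluorescence, 1 mM NADP, 100 µM resazurin, 525/613 nm · Benchmarks – DMSO-enzyme wells negative, buffer-substituted wells positive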
SENP6 block: blocks the human protease SENP6; Q9GZR1; Recombinant SENP6 catalytic domain, aminoluciferin luminescence; inhibition, % at 10 µM; hit rate 1.8% among 330,000; AID 2599;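 active means inhibition above about 50% at the single tested dose, limit read from the data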;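 further: plate controls were DMSO wells with enzyme for no effect and DMSO wells lacking enzyme for full effect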
Target sequence (Q9GZR1 628-1112 limits assumed): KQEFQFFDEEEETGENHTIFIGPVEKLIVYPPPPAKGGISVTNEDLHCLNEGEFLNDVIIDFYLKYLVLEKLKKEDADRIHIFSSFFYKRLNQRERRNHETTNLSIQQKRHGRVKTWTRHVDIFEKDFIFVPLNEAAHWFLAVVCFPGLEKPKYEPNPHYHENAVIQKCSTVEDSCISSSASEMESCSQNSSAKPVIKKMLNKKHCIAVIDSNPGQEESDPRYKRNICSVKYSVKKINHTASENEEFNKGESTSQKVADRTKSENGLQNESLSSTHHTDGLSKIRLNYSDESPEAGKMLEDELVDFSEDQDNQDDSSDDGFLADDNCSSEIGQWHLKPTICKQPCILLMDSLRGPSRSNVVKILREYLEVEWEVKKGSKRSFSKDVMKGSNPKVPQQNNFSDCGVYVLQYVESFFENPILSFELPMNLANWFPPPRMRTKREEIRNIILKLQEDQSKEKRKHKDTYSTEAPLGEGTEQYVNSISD
PfGluPho inh: PfG6PD (Plasmodium falciparum) enzyme inhibition; PfGluPho enzyme, NADPH resazurin-diaphorase fluorescence; inhibition, % at 20 µM; hit rate 0.78% among 350,000; AID 504690;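 active means inhibition reaching at least a set limit at 20 µM in the primary screen, cut at about 59% in these data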;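 further: 0% = DMSO wells with substrate and 100% = DMSO wells lacking glucose-6-phosphate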
ATG4B inh: inhibitors of human ATG4B cysteine protease. inhibition, % at 8.33 µM. AID 504462. hit rate 0.51% among 340,000. Q9Y4P1. ATG4B cleavage of LC3-PLA2, NBD-HPC fluorescence, 1 h; in the data active means inhibition above about 40%
Target sequence (Q9Y4P1 whole entry, looked up): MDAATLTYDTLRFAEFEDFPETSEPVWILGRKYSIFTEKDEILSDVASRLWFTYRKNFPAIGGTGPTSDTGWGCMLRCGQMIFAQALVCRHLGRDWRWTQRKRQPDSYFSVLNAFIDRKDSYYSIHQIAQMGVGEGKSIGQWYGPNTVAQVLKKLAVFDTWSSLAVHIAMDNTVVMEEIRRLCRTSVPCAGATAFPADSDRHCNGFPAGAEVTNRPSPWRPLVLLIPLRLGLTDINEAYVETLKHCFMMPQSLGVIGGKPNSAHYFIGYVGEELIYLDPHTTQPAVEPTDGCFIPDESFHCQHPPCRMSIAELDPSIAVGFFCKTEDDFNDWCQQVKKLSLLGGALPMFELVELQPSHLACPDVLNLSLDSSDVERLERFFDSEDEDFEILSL
SENP7 inh: inhibitors of human SENP7 protease; Q9BQF6; recombinant SENP7, Z-RLRGG-aminoluciferin luminescence, 40 min; inhibition, % at 5 µM; hit rate 1.5% among 330,000;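 active means inhibition above about 50% at the single test dose, limit read from the data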;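 further: plate controls were DMSO with enzyme for no effect and no enzyme buffer wells for full effect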
SENP8 block: inhibitors of human SENP8 protease | hit rate 0.64% among 360,000 | AID 602440 | recombinant SENP8, Nedd8 substrate fluorescence | Q96LD8 | inhibition, % at 20 µM; in the data active means inhibition mostly above about 40%, no sharp cut-off; inactive means mostly below about 27%
MPTP inh: permeability transition pore inhibition | isolated mouse mitochondria, Ca2+ swelling absorbance, 30 min | inhibition, % at 10 µM | hit rate 1.4% among 360,000 | AID 602449;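 active means inhibition of 50% or more, scaled per plate between neutral and stimulator controls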;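 further: 0% = DMSO wells given calcium and 100% = 1 mM EGTA wells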
* = called active by the depositor; x = no result given.

Fields: GRIN3A LBD mod | HKDC1 inh | SENP6 block | PfGluPho inh | ATG4B inh | SENP7 inh | SENP8 block | MPTP inh
(1) CC(=O)c1sc2c(c1OC(=O)c1ccc(Cl)cc1)c(=O)n(-c1ccccc1)c(=S)n2-c1ccccc1
  -1 | -6 | x | 12 | 0 | x | 13 | 0.3
(2) O=C(NCCn1ccc2ccccc21)c1ccc(S(=O)(=O)N2CCOCC2)cc1
  -4 | 1 | -2 | -9 | -10 | -5 | 14 | -0.6
(3) COc1ccc(CN2CCN(C(=O)c3cc(C4CC4)nn3-c3ccccc3)CC2)cc1F
  -2 | -5 | 0 | -4 | 6 | -1 | 1 | -1.1
(4) COC(=O)CSc1nc(N2CCCCC2)c2c(c1C#N)CCCC2
  2 | 4 | -7 | 10 | -8 | 1 | -86 | -0.7
(5) Cc1c(C(=O)NC2=NCCS2)oc2ccccc12
  0 | -8 | 86* | 17 | -9 | 86* | 11 | 0.6
(6) CC(=O)Nc1c(-c2ccccc2)nc2cc(C)ccn12
  -1 | -3 | 15 | 14 | -4 | 9 | -246 | 0.9
(7) COc1ccc(-c2nc(CS(=O)CC(=O)NCCc3ccc(OC)c(OC)c3)c(C)o2)cc1 (stereo unspecified)
  -1 | -1 | 5 | -7 | 0 | 6 | 7 | -0.4
(8) CC(=O)c1cccc(NC(=O)c2nccnc2C(=O)O)c1
  0 | -8 | -13 | 7 | 4 | -1 | 8 | -2.1
(9) CCOC(=O)c1cc2occc2n1CC(=O)Nc1ccc(OC)cc1OC
  2 | -4 | -35 | 7 | -10 | -3 | 8 | 2.5
(10) O=C(CN1CCCCCC1=O)N1CCN(S(=O)(=O)c2cccs2)CC1
  -1 | -13 | -8 | 3 | -8 | -6 | 9 | 2.8
(11) CCCC(=O)Nc1cc(-c2nn(C)c(=O)c3ccccc23)ccc1N1CCCCC1
  -1 | -2 | -19 | 7 | -2 | -2 | -50 | -1.8
(12) O=C(NC1CCCCC1)C1CCC(CNS(=O)(=O)c2cccc3nsnc23)CC1 (stereo unspecified)
  1 | 2 | -3 | -17 | -3 | 10 | 21 | 2.2
(13) Cc1cc(C=O)c(C)n1-c1ccc(N2CCOCC2)cc1
  0 | 7 | -8 | -24 | 1 | -5 | 18 | 2.3
(14) CCSc1nc(-c2ccc(OC)cc2)cc(-c2ccccc2)c1C#N
  -1 | -5 | -12 | -1 | 8 | -4 | -187 | 0.6
(15) O=C(COC(=O)Cn1[nH]c(=O)c2ccccc2c1=O)NNC(=O)c1ccccc1
  2 | -4 | 3 | 3 | -8 | -3 | 5 | -0.8
(16) CCOc1ccc(C(C)=O)cc1CN1C(=O)C(=O)N(CC)C1=O
  0 | -16 | -1 | -8 | -1 | 2 | -2 | -3.2
(17) COc1ccc(C2(NC(C)=O)CCN(C(=O)CCC(=O)O)CC2)cc1
  1 | -4 | -11 | 18 | -11 | -3 | 17 | -1.9
(18) CC(=O)N1CCN(S(=O)(=O)c2ccc3c(c2)CCC(=O)N3)CC1
  2 | 3 | 4 | -9 | 5 | -2 | 0 | -1.8
(19) O=C(CN1C(=O)C2CCCCC2C1=O)Nc1nc(-c2ccccn2)cs1 (stereo unspecified)
  -8 | -10 | -22 | 39 | -11 | -17 | 6 | -8.4
(20) O=C(NCc1ccc2c(c1)OCO2)c1cccc(Cl)c1
  3 | 2 | -27 | -11 | 5 | 0 | 14 | 3.0
(21) O=C(Nc1ccc2nc(-c3ccco3)c(-c3ccco3)nc2c1)NC1CC1
  -7 | 50* | -99 | 82* | 55* | -6 | -490 | 0.9
(22) COC(=O)c1cn(NC(=O)c2ccc(F)cc2)c(=O)c2ccccc12
  1 | -1 | -10 | -33 | -4 | -3 | -1 | -1.1
(23) C=CCNc1nc(-c2cccs2)c(CC(=O)O)s1
  0 | 3 | -20 | -2 | -1 | 1 | -91 | 1.7
(24) O=C(Nc1cccc(S(=O)(=O)NC2=NCCC2)c1)c1ccc(OC(F)F)cc1
  -2 | -1 | -14 | 12 | -4 | 0 | -9 | -0.7
(25) CCOc1ccc(NS(=O)(=O)c2ccc(C(=O)N(CC)CC(=O)NCc3cccs3)cc2)cc1
  2 | -6 | -2 | 1 | 2 | 2 | 14 | -0.1
(26) O=c1[nH][nH]c(C(F)(F)F)c1C=NCc1cccs1
  0 | -10 | -1 | 9 | 5 | 6 | 4 | 2.4
(27) N=c1n(CCN2CCCCC2)c2ccccc2n1CC(O)COc1ccccc1 (stereo unspecified)
  -5 | -10 | -9 | 2 | 9 | 0 | 25 | 98*
(28) O=C(c1ccc(F)cc1)C1CCN(C(=O)Nc2ccc(F)cc2F)CC1
  -3 | 6 | -1 | 6 | 4 | -4 | 12 | -1.0
(29) CCCCCC(O)(c1ccc(OC)cc1)C(CN1CCOCC1)c1ccccc1 (stereo unspecified)
  5 | 2 | 6 | 31 | -5 | -2 | 16 | -0.2
(30) O=S(=O)(NCC1CCN(c2ccc(S(=O)(=O)N3CCOCC3)cc2)CC1)c1ccccc1
  1 | 1 | -6 | -14 | -1 | -5 | 10 | -0.6
(31) Cc1cc(C)c(CN2CCC(CO)(CCOc3ccccc3)CC2)cc1C
  0 | 0 | -13 | -1 | -2 | -5 | 14 | 0.1
(32) COc1ccc(C2CC(c3ccccc3)=NN2C(=O)COC(=O)CNC(=O)c2ccccc2)cc1 (stereo unspecified)
  -26 | 14 | -6 | 12 | -8 | -1 | 9 | 2.3
(33) N#C/C(=C\c1ccc(OCc2ccccc2)cc1)C(=O)Nc1nc2c(s1)CCN(Cc1ccccc1)C2
  -3 | -4 | -4 | -10 | 13 | 5 | -12 | -3.0
(34) O=C(CCC(=O)N1CCN(S(=O)(=O)c2ccc(Cl)cc2)CC1)Nc1cccc(Br)c1
  -6 | -5 | -15 | -7 | -9 | -4 | 14 | -0.2
(35) Cc1ccc(CNC(=O)CN(c2ccc(C(C)C)cc2)S(=O)(=O)c2c(C)noc2C)cc1
  -19 | -1 | -17 | 4 | 3 | -11 | 8 | -0.4
(36) CSc1ccc(C(=S)N2CCN(C(c3ccccc3)c3ccccc3)CC2)cc1
  3 | -2 | -3 | 56 | -10 | -1 | 8 | 4.6
(37) O=C(CN1C(=O)COc2ccccc21)NCCCN1CCN(Cc2ccccc2)CC1
  x | -9 | -20 | 10 | -19 | 6 | 15 | 0.7
(38) COc1ccc(-c2noc(=O)[nH]2)cc1
  -10 | 12 | -3 | -19 | 7 | -4 | 18 | 0.9
(39) Cc1nnsc1NC(=O)OCc1ccc(Cl)cc1Cl
  -2 | -5 | 26 | -10 | -1 | 7 | 11 | 8.1
(40) COc1ccc(N2CCN(C(=O)CC(NC(N)=O)c3cccc(Oc4ccccc4)c3)CC2)cc1 (stereo unspecified)
  -1 | 3 | 8 | 2 | 10 | 12 | 14 | 0.5

A draw from above in order of length of the SMILES, lowest first.
Fields: GRIN3A LBD mod | HKDC1 inh | SENP6 block | PfGluPho inh | ATG4B inh | SENP7 inh | SENP8 block | MPTP inh
(38) COc1ccc(-c2noc(=O)[nH]2)cc1
  -10 | 12 | -3 | -19 | 7 | -4 | 18 | 0.9
(26) O=c1[nH][nH]c(C(F)(F)F)c1C=NCc1cccs1
  0 | -10 | -1 | 9 | 5 | 6 | 4 | 2.4
(4) COC(=O)CSc1nc(N2CCCCC2)c2c(c1C#N)CCCC2
  2 | 4 | -7 | 10 | -8 | 1 | -86 | -0.7
(14) CCSc1nc(-c2ccc(OC)cc2)cc(-c2ccccc2)c1C#N
  -1 | -5 | -12 | -1 | 8 | -4 | -187 | 0.6
(10) O=C(CN1CCCCCC1=O)N1CCN(S(=O)(=O)c2cccs2)CC1
  -1 | -13 | -8 | 3 | -8 | -6 | 9 | 2.8
(19) O=C(CN1C(=O)C2CCCCC2C1=O)Nc1nc(-c2ccccn2)cs1 (stereo unspecified)
  -8 | -10 | -22 | 39 | -11 | -17 | 6 | -8.4
(18) CC(=O)N1CCN(S(=O)(=O)c2ccc3c(c2)CCC(=O)N3)CC1
  2 | 3 | 4 | -9 | 5 | -2 | 0 | -1.8
(12) O=C(NC1CCCCC1)C1CCC(CNS(=O)(=O)c2cccc3nsnc23)CC1 (stereo unspecified)
  1 | 2 | -3 | -17 | -3 | 10 | 21 | 2.2
(15) O=C(COC(=O)Cn1[nH]c(=O)c2ccccc2c1=O)NNC(=O)c1ccccc1
  2 | -4 | 3 | 3 | -8 | -3 | 5 | -0.8
(7) COc1ccc(-c2nc(CS(=O)CC(=O)NCCc3ccc(OC)c(OC)c3)c(C)o2)cc1 (stereo unspecified)
  -1 | -1 | 5 | -7 | 0 | 6 | 7 | -0.4

Following part:
Fields: GRIN3A LBD mod | HKDC1 inh | SENP6 block | PfGluPho inh | ATG4B inh | SENP7 inh | SENP8 block | MPTP inh
(41) COc1ccc(C(=O)N(Cc2nc(-c3ccc(C)cc3)no2)C(C)C)cc1OC
  0 | -3 | -5 | -4 | -5 | 2 | -2 | -1.7
(42) S=c1[nH]nc(Cc2cccs2)n1-c1ccccc1Cl
  -1 | -6 | 8 | 24 | -1 | -2 | 9 | 0.6
(43) Cc1cccc(N(CC(=O)NCc2ccc3c(c2)OCO3)C(=O)CCC(=O)Nc2ccccn2)c1
  -3 | -5 | -19 | 3 | -10 | 14 | 11 | -0.9
(44) CCOC(=O)N1CCN(C(=O)CCC2CCCC2)CC1
  -1 | 15 | -3 | -22 | 0 | -8 | 5 | -1.3
(45) CCOc1ccc(N2C(=O)CN(C)C2=S)cc1
  2 | -8 | -11 | 4 | -6 | 5 | 4 | 0.3
(46) O=C(CCCn1c(=O)c2ccccc2n(Cc2ccccc2)c1=O)NCc1ccco1
  1 | 2 | -6 | -15 | -2 | 4 | 9 | -0.3
(47) Cc1cccc(NC(=O)C(C)n2cc([N+](=O)[O-])cn2)n1 (stereo unspecified)
  1 | -2 | -16 | 2 | -2 | -2 | 9 | -0.5
(48) COCCNC(=O)C(OC(=O)c1ccco1)c1ccc(OC)cc1 (stereo unspecified)
  -1 | 4 | x | 1 | -1 | x | 11 | -0.7
(49) CN1C(=O)NC(c2ccccc2)C2=C1CN(CCc1ccccc1)C2=O (stereo unspecified)
  1 | -11 | 11 | -4 | -3 | 8 | 15 | 2.9
(50) CC1CCC2(CC1)NC(=O)N(CC(=O)NCc1cccs1)C2=O (stereo unspecified)
  0 | -7 | -1 | -11 | 2 | -7 | -5 | -1.5
(51) CCCCN(C(=O)C(C)Oc1ccc(Br)cc1)c1c(N)n(CC(C)C)c(=O)[nH]c1=O (stereo unspecified)
  -1 | -1 | -8 | -5 | -5 | -9 | -6 | 0.5
(52) COCCNC(=O)CSc1nnc2c(Cl)cc(Cl)cn12
  -1 | -7 | -6 | -3 | 2 | 14 | 8 | 4.6
(53) CC(=O)C(CC(=O)N1CCCC1)C(=O)Nc1ccc(Cl)cc1 (stereo unspecified)
  -1 | 2 | -4 | -23 | -1 | 7 | 1 | 0.3
(54) CN(c1ccc(C(=O)Nc2ccccc2C(=O)N2CCCC2)cc1)S(C)(=O)=O
  15* | -5 | -10 | 3 | 0 | 10 | 8 | -1.0
(55) COc1ccc(-c2cn(-c3ccc(C)cc3)c(=O)n2CC(=O)Nc2ccc(OC)c(OC)c2)cc1
  -3 | -2 | 6 | 8 | 18 | 10 | 18 | -1.2
(56) Cc1cc(O)c(C(=O)/C=C/c2ccc(C(C)C)cc2)c(=O)o1
  0 | 9 | -23 | -6 | -4 | 6 | -14 | 0.2
(57) CC(=O)N[C@@H](CC(=O)N[C@H](CCC(=O)O)C(=O)O)C(=O)O
  1 | -4 | -10 | 10 | 3 | 5 | 3 | 0.2
(58) COC(=O)c1cc(Br)c(=O)n(CC(C)C)c1
  -1 | -7 | -29 | -15 | -1 | -6 | 19 | 26
(59) COc1ccc(Cn2nnnc2CN2CCc3ccccc32)cc1
  -7 | 4 | -19 | 7 | -6 | -2 | -6 | 0.0
